Screening results as filed in PubChem.
Bcl-B Bim block – disrupts Bim peptide binding to human Bcl-B | bead-based flow cytometry | inhibition, % at 10 µM | actives 0.073% (n = 190,000) | AID 951;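 further: 0% = tracer peptide without compound and 100% = reference inhibitor peptide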
Target sequence (Q9HD36 whole entry, looked up): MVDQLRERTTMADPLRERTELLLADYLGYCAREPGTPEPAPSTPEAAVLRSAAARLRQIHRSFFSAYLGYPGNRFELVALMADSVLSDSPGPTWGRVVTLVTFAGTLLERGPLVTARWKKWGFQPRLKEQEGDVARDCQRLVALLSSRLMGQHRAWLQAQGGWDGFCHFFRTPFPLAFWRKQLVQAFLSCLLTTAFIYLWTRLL
Rab7 wt modul – dog Rab7 wildtype GTP binding, inhibitors and activators. GTP binding activity (percent of control), % at 10 µM. AID 758. GST-Rab7 beads, fluorescent GTP binding, flow cytometry; actives lie on both sides; untreated = 100%, excess cold GTP = 0%. actives 0.055% (n = 190,000);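 active means fluorescent GTP binding to Rab7 beads changed by at least 20 points from the 100% baseline, either direction, mostly lower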;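 further: median green fluorescence of bound Bodipy-FL-GTP per Rab7 bead population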
Bim-Bcl-2 – human Bim-Bcl-2 interaction inhibition. inhibition, % at 10 µM. Bead-based flow cytometry, Bim peptide-Bcl-2 binding. P10415. actives 0.06% (n = 190,000). AID 950; in the data active means inhibition above about 40%;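 further: 0% = no compound wells with probe peptide and 100% = reference peptide inhibitor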
Target sequence (P10415 whole entry, looked up): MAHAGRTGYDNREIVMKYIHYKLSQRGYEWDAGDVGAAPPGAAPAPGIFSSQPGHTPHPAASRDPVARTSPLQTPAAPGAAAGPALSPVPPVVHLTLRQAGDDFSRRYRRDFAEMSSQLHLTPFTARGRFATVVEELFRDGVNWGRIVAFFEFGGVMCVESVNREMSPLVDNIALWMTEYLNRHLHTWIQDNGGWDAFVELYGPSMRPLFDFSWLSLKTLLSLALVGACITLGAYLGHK
Rac1 act GTP bind – modulators of GTP binding to human Rac1 activated mutant; P63000; GST-Rac1 activated beads, fluorescent GTP binding, flow cytometry; actives lie on both sides; 100% means binding = to untreated wells; percent activity (GTP binding), % at 10 µM; actives 0.11% (n = 190,000); AID 764;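 active means GTP binding at least 20 percentage points away from the 100% baseline, in either direction, so actives lie on both sides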
Cdc42 wt – modulators (inhibitors or activators) of GTP binding to human Cdc42 wildtype. P60953. GST-Cdc42 beads, Bodipy-GTP binding, flow cytometry; actives lie on both sides. percent activity (GTP binding), % at 10 µM. actives 0.2% (n = 190,000). AID 761;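 active means percent activity GTP binding at least 20 points away from the 100% baseline, either down as inhibitor or up as activator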;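 further: median bead fluorescence of bound Bodipy-FL-GTP at 100 nM; 0% = excess unlabeled GTP control and 100% = no compound control; below 100% means less GTP binding so inhibitor and above means activator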
Rac1 wt modul – alters GTP binding to wildtype human Rac1 | P63000 | GST-Rac1 beads, fluorescent GTP binding, flow cytometry; actives lie on both sides; 0 = cold GTP competed, 100 = untreated | GTP binding activity (% of control), % at 10 µM | actives 0.27% (n = 190,000);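 active means GTP binding activity at least 20 points away from the 100% control level, either lower or higher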
Bcl-XL Bim block – inhibitors of Bim-Bcl-XL interaction, human; Bim peptide-Bcl-XL binding, bead flow cytometry, fluorescence; inhibition, % at 10 µM; actives 0.04% (n = 190,000)
Target sequence (Q07817 whole entry, looked up): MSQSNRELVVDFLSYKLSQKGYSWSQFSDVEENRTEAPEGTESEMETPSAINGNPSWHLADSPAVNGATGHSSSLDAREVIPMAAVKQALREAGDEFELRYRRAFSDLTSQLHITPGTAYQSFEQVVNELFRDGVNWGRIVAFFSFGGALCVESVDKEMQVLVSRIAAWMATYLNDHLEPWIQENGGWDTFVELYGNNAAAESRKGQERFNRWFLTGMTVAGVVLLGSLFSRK
Rab2A wt mod – changes GTP binding to wildtype dog Rab2A, up or down; P61105; GST-Rab2 wt beads, Bodipy-GTP binding, flow cytometry; GTP binding activity, % at 10 µM; AID 760; actives 0.19% (n = 190,000);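 active means GTP binding activity at least 20 points away from 100%, either lowered or raised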;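 further: 0% = beads with excess unlabeled GTP and 100% = no-compound control corrected for plate trend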
Bfl-1 Bim block – inhibitors of Bim-Bfl-1 interaction, human. Q16548. Bead-based flow cytometry, Bim-Bfl-1 binding inhibition. inhibition, % at 10 µM. actives 0.12% (n = 190,000). AID 1008;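 further: 0% = wells without compound plus tracer and 100% = blocker peptide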
HRas wt GTP bind – modulators of GTP binding to human HRas wildtype; P01112; GST-Ras wt beads, Bodipy-FL-GTP binding, flow cytometry; actives lie on both sides; GTP binding activity, % at 10 µM; actives 0.14% (n = 190,000); AID 759;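 active means GTP binding activity at least 20% away from the 100% baseline, either lowered as inhibitor or raised as activator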;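 further: 0% = unlabeled GTP competition control and 100% = no-compound control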
Target sequence (P01112 whole entry, looked up): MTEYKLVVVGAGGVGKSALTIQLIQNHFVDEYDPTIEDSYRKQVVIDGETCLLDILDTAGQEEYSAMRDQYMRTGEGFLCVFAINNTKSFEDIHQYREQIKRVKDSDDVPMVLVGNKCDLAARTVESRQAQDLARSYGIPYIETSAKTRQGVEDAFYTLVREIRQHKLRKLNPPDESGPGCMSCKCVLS
Bim-Bcl-W – disrupts Bim peptide binding to human Bcl-W. Q92843. bead-based flow cytometry. inhibition, % at 10 µM. actives 0.02% (n = 190,000). AID 952;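 further: 0% = bound tracer without compound and 100% = peptide blocker; higher means less fluorescent Bim peptide bound to Bcl-W beads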
* = called active by the depositor. Unless noted, no stated cut-off is given here; in the data, active means inhibition above about 40%.

Labels used below – A = Bcl-B Bim block; B = Rab7 wt modul; C = Bim-Bcl-2; D = Rac1 act GTP bind; E = Cdc42 wt; F = Rac1 wt modul; G = Bcl-XL Bim block; H = Rab2A wt mod; I = Bfl-1 Bim block; J = HRas wt GTP bind; K = Bim-Bcl-W
[1] CN1CCN(C(=S)Nc2cc([N+](=O)[O-])ccc2Cl)CC1
  A: -4; B: 99; C: 2; D: 98; E: 100; F: 100; G: -6; H: 101; I: -1; J: 100; K: -3
[2] CCCC1=[N+](CC(=O)c2ccccc2)CCn2c(C)ccc21
  A: -3; B: 102; C: -4; D: 98; E: 101; F: 104; G: -9; H: 100; I: -9; J: 101; K: -3
[3] CN(c1ccccc1)S(=O)(=O)c1cccc(C(=O)Nc2ccc3c(c2)CCC3)c1
  A: 3; B: 98; C: -3; D: 98; E: 98; F: 100; G: 1; H: 100; I: 5; J: 99; K: 1
[4] COc1ccc(N(C)C(=O)c2ccc3snnc3c2)cc1
  A: -4; B: 99; C: -8; D: 98; E: 102; F: 106; G: -4; H: 102; I: -6; J: 103; K: 0
[5] COc1ccc(/C=N/NC(=O)CNC(=O)c2cccs2)cc1
  A: -6; B: 102; C: -7; D: 97; E: 100; F: 99; G: -7; H: 99; I: -3; J: 100; K: -3
[6] C/C(=N\OC(=O)c1c(-c2c(F)cccc2Cl)noc1C)c1nccs1
  A: -5; B: 103; C: -2; D: 96; E: 96; F: 102; G: -6; H: 100; I: -7; J: 100; K: -4
[7] N#CCCn1c(SCC(=O)Nc2ccc(N3CCOCC3)cc2)nc2ccccc21
  A: -9; B: 97; C: -5; D: 101; E: 99; F: 102; G: -5; H: 101; I: 1; J: 101; K: -4
[8] O=C(NC1CCCCCCC1)c1ccc2c(c1)OCO2
  A: -2; B: 104; C: -6; D: 99; E: 102; F: 104; G: -2; H: 100; I: -7; J: 103; K: -1
[9] CSc1nnc(C)c(=O)n1COC(=O)COc1ccc(Cl)cc1Cl
  A: -3; B: 93; C: 0; D: 93; E: 93; F: 92; G: -1; H: 93; I: -6; J: 94; K: 0
[10] CCCCN(CCCC)S(=O)(=O)c1ccc(NC(=O)CN2CCOCC2)cc1
  A: -6; B: 93; C: -5; D: 93; E: 97; F: 101; G: -5; H: 95; I: -9; J: 98; K: -1
[11] CNC(=O)CCSSCCC(=O)NC
  A: -5; B: 95; C: -4; D: 98; E: 97; F: 97; G: -1; H: 95; I: -7; J: 99; K: 1
[12] Cn1c(=O)c2c(nc(SCCNS(=O)(=O)c3ccccc3)n2C)n(C)c1=O
  A: 0; B: 91; C: -4; D: 99; E: 95; F: 92; G: -2; H: 91; I: -11; J: 93; K: -2
[13] Cc1cc(N2C(=O)c3ccc(C(=O)NCc4ccccc4)cc3C2=O)no1
  A: -4; B: 101; C: -4; D: 102; E: 105; F: 103; G: -5; H: 98; I: -4; J: 102; K: -4
[14] CC(=O)c1cccc(NC(=O)c2cc(Cl)sc2Cl)c1
  A: -9; B: 101; C: -5; D: 102; E: 105; F: 104; G: -9; H: 101; I: -5; J: 104; K: -6
[15] O=C1N(CC(=O)N2CCc3ccccc32)CCN1Cc1ccc(Cl)cc1
  A: -5; B: 103; C: -7; D: 99; E: 99; F: 99; G: -6; H: 98; I: -7; J: 99; K: 3
[16] CC(=O)N1CCN(C(=O)CCc2nc3sc4c(c3c(=O)[nH]2)CCCC4)CC1
  A: -8; B: 95; C: -5; D: 97; E: 97; F: 95; G: -9; H: 97; I: -12; J: 97; K: -1
[17] Cc1c(Cl)cccc1NC(=O)CSCC(N)=O
  A: -2; B: 101; C: -2; D: 102; E: 102; F: 101; G: 0; H: 105; I: 0; J: 104; K: -1
[18] COc1cc2c(cc1NC(=O)CSc1nnc(Cc3cccs3)n1Cc1ccco1)oc1ccccc12
  A: 1; B: 93; C: -3; D: 94; E: 95; F: 93; G: -2; H: 96; I: 0; J: 97; K: -2
[19] O=C1N=c2ccccc2=C1c1c(O)n(-c2cccc(F)c2)[nH]c1=O
  A: 3; B: 94; C: 8; D: 96; E: 98; F: 97; G: -4; H: 93; I: 17; J: 97; K: 2
[20] Cc1nn(Cc2ccc(C(=O)N3c4ccc(F)cc4CCC3C)o2)c(C)c1Br (stereo not given)
  A: -6; B: 103; C: -8; D: 98; E: 102; F: 105; G: 0; H: 102; I: -11; J: 102; K: 0
[21] Cc1ccc(-c2[nH]c3ccccc3c2SCCNC(=O)c2cc3ccccc3oc2=O)cc1
  A: -6; B: 97; C: -4; D: 99; E: 101; F: 104; G: -7; H: 100; I: -4; J: 101; K: -4
[22] CCOCCCNC(=O)c1ccc(N(C)S(=O)(=O)c2ccc(OC)cc2)cc1
  A: -1; B: 94; C: 0; D: 96; E: 95; F: 98; G: 0; H: 95; I: 2; J: 97; K: 2
[23] COc1ccc(C(=O)NCC2CCCO2)cc1 (stereo not given)
  A: -6; B: 101; C: -7; D: 102; E: 100; F: 101; G: -3; H: 101; I: -1; J: 100; K: -3
[24] Cc1cc2ccccc2cc(C)c1=O
  A: -12; B: 93; C: -10; D: 91; E: 92; F: 93; G: -1; H: 92; I: -10; J: 96; K: 0
[25] CCCS(=O)(=O)c1c(S(=O)(=O)CCC)c2c(C)cccn2c1C(N)=O
  A: -2; B: 102; C: -4; D: 98; E: 103; F: 99; G: -3; H: 100; I: -2; J: 101; K: -2

Further entries:
| # | mol | Bcl-B Bim block | Rab7 wt modul | Bim-Bcl-2 | Rac1 act GTP bind | Cdc42 wt | Rac1 wt modul | Bcl-XL Bim block | Rab2A wt mod | Bfl-1 Bim block | HRas wt GTP bind | Bim-Bcl-W |
| --- | --- | --- | --- | --- | --- | --- | --- | --- | --- | --- | --- | --- |
| 26 | O=C(NCc1ccc2c(c1)OCO2)c1cc(-c2ccc(Cl)cc2Cl)on1 | -1 | 97 | -1 | 83 | 88 | 90 | -1 | 88 | -2 | 90 | -3 |
| 27 | Cc1ccc(CN2CC34C=CC(O3)C(C(=O)NCc3ccc5c(c3)OCO5)C4C2=O)cc1 (stereo not given) | 0 | 96 | 4 | 99 | 99 | 103 | 0 | 98 | 4 | 98 | 0 |
| 28 | Cc1nn(CCC#N)c2nc(-c3ccccc3)cc(C(F)(F)F)c12 | -10 | 101 | -8 | 99 | 104 | 103 | -7 | 101 | -15 | 101 | -3 |
| 29 | CCOc1ccc(CCNC(=O)c2[nH]c(C)c(C(C)=O)c2CC)cc1OCC | 0 | 95 | 1 | 96 | 99 | 97 | 0 | 97 | -3 | 96 | 0 |
| 30 | Cc1ccc(NC2=C(Cl)C(=O)OC2OC(=O)c2ccco2)c(C)c1 (stereo not given) | -1 | 100 | 0 | 98 | 100 | 102 | -3 | 97 | 0 | 99 | -1 |
| 31 | CSc1nc2n(n1)C(c1ccccn1)C1=C(CC(C)(C)CC1=O)N2 (stereo not given) | -4 | 101 | -1 | 99 | 104 | 103 | 0 | 100 | -9 | 101 | 0 |
| 32 | Cc1cc(NC(=O)CSc2ncn(-c3ccccc3)n2)no1 | 1 | 100 | 1 | 98 | 105 | 101 | 0 | 103 | 0 | 102 | 0 |
| 33 | COc1ccc(C(=O)NNC(=O)CSc2nnc(-c3ccc(O)cc3)n2C)cc1 | 2 | 101 | 0 | 97 | 98 | 101 | -3 | 98 | -2 | 100 | 3 |
| 34 | Cc1ccc(S(=O)(=O)NC2OC(=O)C(Cl)=C2Cl)cc1 (stereo not given) | -14 | 101 | -3 | 98 | 100 | 106 | -7 | 101 | -1 | 101 | 2 |
| 35 | NS(=O)(=O)c1ccc(CCNC(=S)Nc2ccccc2)cc1 | 17 | 99 | 14 | 99 | 101 | 104 | 20 | 99 | 22 | 101 | 14 |
| 36 | CCOC(=O)C1=C(C)NC2=C(C(=O)CC(C)(C)C2)C1c1ccc(N(C)C)cc1 (stereo not given) | -11 | 97 | -7 | 94 | 96 | 92 | -3 | 94 | -11 | 97 | -2 |
| 37 | Cc1nnc(-c2ccccc2)c(=O)n1/N=C/c1c(O)ccc2ccccc12 | 1 | 101 | -5 | 98 | 98 | 98 | 0 | 100 | 2 | 99 | 0 |
| 38 | CC(=O)O/N=C(/c1nonc1N)N1CCN(c2ccc([N+](=O)[O-])cc2Cl)CC1 | -6 | 98 | 1 | 99 | 100 | 103 | -1 | 99 | 1 | 100 | -1 |
| 39 | CCn1c(CSc2nnc(-c3ccncc3)n2CCOC)nc2cc(C(=O)O)ccc21 | 0 | 100 | -1 | 99 | 102 | 102 | -1 | 99 | 4 | 99 | 0 |
| 40 | C(=N\Nc1ncnc2ccccc12)/c1ccccc1 | 2 | 94 | 0 | 95 | 98 | 96 | 3 | 97 | 2 | 97 | 2 |
| 41 | Cc1n[nH]c(=O)nc1N/N=C/c1ccco1 | -6 | 103 | 0 | 99 | 100 | 103 | -6 | 100 | -6 | 98 | -9 |
| 42 | COc1ccc(/C=N/c2nc3ccccc3n2CCN2CCCCC2)cc1OC | 0 | 99 | 0 | 97 | 100 | 100 | -2 | 100 | -1 | 100 | 0 |
| 43 | CC(O)C(NS(=O)(=O)c1ccc(Cl)cc1)C(=O)OCC(=O)Nc1cccnc1Cl (stereo not given) | -1 | 103 | -1 | 102 | 103 | 103 | -4 | 102 | 0 | 102 | -3 |
| 44 | COc1ccc(NC(=O)C2CSC(C)(C)N2C=O)cc1 (stereo not given) | -6 | 106 | -4 | 97 | 106 | 102 | -4 | 103 | -2 | 100 | -2 |

7 compounds picked at random from the list so far, as already listed:
| # | mol | Bcl-B Bim block | Rab7 wt modul | Bim-Bcl-2 | Rac1 act GTP bind | Cdc42 wt | Rac1 wt modul | Bcl-XL Bim block | Rab2A wt mod | Bfl-1 Bim block | HRas wt GTP bind | Bim-Bcl-W |
| --- | --- | --- | --- | --- | --- | --- | --- | --- | --- | --- | --- | --- |
| 5 | COc1ccc(/C=N/NC(=O)CNC(=O)c2cccs2)cc1 | -6 | 102 | -7 | 97 | 100 | 99 | -7 | 99 | -3 | 100 | -3 |
| 2 | CCCC1=[N+](CC(=O)c2ccccc2)CCn2c(C)ccc21 | -3 | 102 | -4 | 98 | 101 | 104 | -9 | 100 | -9 | 101 | -3 |
| 41 | Cc1n[nH]c(=O)nc1N/N=C/c1ccco1 | -6 | 103 | 0 | 99 | 100 | 103 | -6 | 100 | -6 | 98 | -9 |
| 42 | COc1ccc(/C=N/c2nc3ccccc3n2CCN2CCCCC2)cc1OC | 0 | 99 | 0 | 97 | 100 | 100 | -2 | 100 | -1 | 100 | 0 |
| 39 | CCn1c(CSc2nnc(-c3ccncc3)n2CCOC)nc2cc(C(=O)O)ccc21 | 0 | 100 | -1 | 99 | 102 | 102 | -1 | 99 | 4 | 99 | 0 |
| 26 | O=C(NCc1ccc2c(c1)OCO2)c1cc(-c2ccc(Cl)cc2Cl)on1 | -1 | 97 | -1 | 83 | 88 | 90 | -1 | 88 | -2 | 90 | -3 |
| 25 | CCCS(=O)(=O)c1c(S(=O)(=O)CCC)c2c(C)cccn2c1C(N)=O | -2 | 102 | -4 | 98 | 103 | 99 | -3 | 100 | -2 | 101 | -2 |

Hits appear at their usual frequency; any-hit rate near 0.62%.
